Bioassay records deposited in PubChem by National Center for Advancing Translational Sciences (NCATS).
Luc counter: Counterscreen for Luciferase (Kinase-Glo TM) Inhibition; Luciferin 4-monooxygenase (Photuris pensylvanica), Q27757; Potency, µM (series often up to 38.3 µM), for inactives: at the top dose activity change, negative = inhibition, hits mostly inhibitors; 200,000 tested, 0.28% active; Kinase-Glo luciferase, ATP luminescence, 8 min; note: potency is the fitted concentration of half-maximal effect; % is set by controls: 0 for no effect and ±100 for the full control effect; nearly all actives have a fitted effect of over 60% in size
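Kinase-Glo luciferase light output from ATP and luciferin was measured with 10 uM ATP, within the enzyme's linear range. Buffer: 50 mM imidazole pH 7.2, 50 mM KCl, 7 mM MgCl2, 0.01% Tween 20, 0.05% BSA; luminescence read after 8 min at ambient temperature.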
CBFb RUNX1 block: qHTS Assay for Compounds Blocking the Interaction Between CBF-beta and RUNX1 for the Treatment of Acute Myeloid Leukemia | AlphaScreen CBFb-His/RUNX1-biotin binding, biochemical | AID 1477, 2009 | Potency, µM (titrated, usually from 59.8 µM), for inactives: top-dose activity, negative = inhibition, usual class: inhibitors | 230,000 tested, under 10 active | Runt-related transcription factor 1 (Homo sapiens) + Core-binding factor subunit beta …; note: % of control where 0% means no effect
Target sequence (Q01196 whole entry, looked up): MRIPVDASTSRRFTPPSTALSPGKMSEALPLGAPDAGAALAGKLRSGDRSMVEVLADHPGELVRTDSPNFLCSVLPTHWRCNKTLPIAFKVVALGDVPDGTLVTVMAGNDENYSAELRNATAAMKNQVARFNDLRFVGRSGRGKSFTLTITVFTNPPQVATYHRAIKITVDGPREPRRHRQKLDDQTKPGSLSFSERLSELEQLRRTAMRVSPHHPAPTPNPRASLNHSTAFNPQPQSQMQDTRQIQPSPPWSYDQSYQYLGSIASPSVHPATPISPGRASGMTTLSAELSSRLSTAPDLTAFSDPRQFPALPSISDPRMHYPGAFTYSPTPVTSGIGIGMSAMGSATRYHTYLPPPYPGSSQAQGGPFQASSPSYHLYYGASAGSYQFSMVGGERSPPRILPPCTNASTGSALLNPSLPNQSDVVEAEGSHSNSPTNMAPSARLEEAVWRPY
Target sequence (Q13951 whole entry, looked up): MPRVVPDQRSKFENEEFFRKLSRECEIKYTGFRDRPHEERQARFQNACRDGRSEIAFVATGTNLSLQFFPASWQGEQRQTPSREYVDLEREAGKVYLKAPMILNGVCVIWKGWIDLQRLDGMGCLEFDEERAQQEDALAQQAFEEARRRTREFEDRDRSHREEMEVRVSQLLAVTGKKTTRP
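CBFb-His/RUNX1-biotin, 30 nM each, preincubated 20 min RT; compound 15 min RT; Ni + streptavidin beads 50 ng each, 90 min RT; AlphaScreen read.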
IMPase Li cell: qHTS Assay for Identifying the Cell-Membrane Permeable IMPase Inhibitors: Potentiation with Lithium; 210,000 tested, 0.35% active; CHO-M1 cells, IP1 TR-FRET (IP-One), carbachol + lithium; Potency, µM (series often up to 59.4 µM), without a hit: at the highest dose activity, negative = IMPase inhibition, most hits filed as inhibitors;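 note: IP1 builds up when IMPase is blocked and the TR-FRET signal falls; potency is the fitted concentration of half-maximal effect; plate controls were basal vehicle for no effect and high inhibitor control for full effect; nearly all actives have a fitted effect of over 50% in size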
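Steps: plate 2000 CHO-M1 cells per well and culture 16–30 h; add compound and lithium; incubate 30 min, 37C; add d2-IP1 tracer and Eu cryptate anti-IP1 antibody in lysis buffer; read after 10 min at room temperature.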
SMN2 splice enh: qHTS Assay for Enhancers of SMN2 Splice Variant Expression | Potency, µM (top dose mostly 46.1 µM), for inactives: at the top dose activity change, positive = activation, actives largely listed as activators | AID 1458, 2008 | 210,000 tested, 2.8% active | HEK293 SMN2-luciferase splicing reporter, luminescence, 30-36 h; note: potency is the fitted concentration of half-maximal effect; % of control where 0% means no effect; nearly all actives have a fitted effect of over 55% in size
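HEK293 cells carry an SMN2 […]–luciferase reporter in which exon 7 inclusion puts luciferase in frame. Cells were plated 10-12 h before compound addition, then incubated 30-36 h at 37C. ONE-Glo luminescence was read; sodium butyrate at 4.5 mM final served as control.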
LMNA splice mod: qHTS Assay for Modulators of Lamin A Splicing. HeLa LMNA splicing GFP/RFP minigene ratio, 48 h. Potency, µM (top dose mostly 46.1 µM), inactives show at the highest dose ratio change, negative = inhibition, usual class: inhibitors. 200,000 tested, 0.01% active. AID 1487, 2009; active = well fitted inhibition curve with a large enough effect in the signal ratio, with a control signal flat, not every such curve was filed as active; inconclusive = small, poorly fitted or top-dose-only effect, or effect the other way, or a change in a side signal; the % refers to the signal ratio; note: potency is the fitted concentration of half-maximal effect; % is set by controls: 0 for no effect and ±100 for the full control effect
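Read-out is the ratio of GFP to DsRed2 object intensity, acquired by 488 nm laser-scanning cytometry on HeLa lamin A-EGFP minigene reporter cells. Compound incubation 48 hrs at 37 °C in Opti-MEM with 2% FBS; DMSO 0.5% final.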
HTT ATP protect: qHTS Multiplex Assay to Identify Dual Action Probes in a Cell Model of Huntington: Cytoprotection (ATP) | PC12 HTT-Q103 induced, cytoprotection, ATP luminescence, 40 h | Potency, µM (titrated, usually from 56.4 µM), inactives show cytoprotection (ATP increase), actives largely listed as activators | 230,000 tested, 0.14% active | AID 1471, 2008;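 note: potency is the fitted concentration of half-maximal effect; % of control where 0% means no effect; nearly all actives have a fitted effect of over 45% in size; toxic huntingtin expression switched on by the ecdysone agonist tebufenozide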
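PC12 cells stably carrying ecdysone-inducible Htt exon 1 (Q103)–GFP were induced with 100 nM tebufenozide (final) alongside library compounds in a dose series. Cytoprotection was scored as retained ATP by ATPlite luminescence.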
HttQ103 aggreg: qHTS Multiplex Assay to Identify Dual Action Probes in a Cell Model of Huntington: Aggregate Formation (GFP); PC12 HttQ103-GFP aggregates, Acumen cytometry, 40 h; Potency, µM (series often up to 46.1 µM), for the others: top-dose activity change, negative = inhibition, actives largely listed as inhibitors; 220,000 tested, 1.1% active; AID 1688, 2009; note: potency is the fitted concentration of half-maximal effect; % is set by controls: 0 for no effect and ±100 for the full control effect; nearly all actives have a fitted effect of over 60% in size
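PC12 cells stably carrying ecdysone-inducible HTT exon 1 Q103–GFP were induced with tebufenozide (100 nM final) and treated with library compounds in titration. GFP aggregates in lysates were counted by laser scanning cytometry.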
The depositor's hits bear a star; ? = inconclusive; / = not tested or not shown; & = joins results of further samples; [ ] = dose if it differs, or a comment. Unless noted, calls come from the whole dose curve; as a rule, active = well fitted curve in the direction sought with a large enough effect; inconclusive = small, poorly fitted or top-dose-only effect, or another doubt; inactive = no such curve, though single readings can be large; an effect the other way counts as inactive or inconclusive.

The line under a structure holds: Luc counter	CBFb RUNX1 block	IMPase Li cell	SMN2 splice enh	LMNA splice mod	HTT ATP protect	HttQ103 aggreg
Cn1cc(-c2nc3cncnc3n(CCN)c2=O)c2ccccc21
 : /	/	21%	/	?	-6%	/
COn1c(-c2ccccc2)nc2c1CCc1nonc1-2
 : -2%	3%	-14%[38.3 µM]	-19%	5%	-4%	14%
CSc1nc2ccc3nc(NC(=O)c4cccs4)sc3c2s1
 : -2%	6%	11%[38.3 µM]	7%	?	-29%	17%
Cc1nn(-c2cc(N3CCCC3)ccc2[N+](=O)[O-])c(=O)c2ccccc12
 : -7%	-7%	5%[38.3 µM]	22%	3%	7%[10 µM]	1%
CN(c1ccccc1)c1ccc(/C=c2\s/c(=C(/C#N)C(=O)C(C)(C)C)n(Cc3ccco3)c2=O)cc1
 : -13%	-5%	-3%[38.3 µM]	-12%	21%	-4%	14%
COC(=O)c1ccc(NC(=O)Nc2ccc(F)c(Cl)c2)cc1
 : -1%	5%	43%[38.3 µM]	-16%	-13%	5%	-6%
CCOC(=O)Cc1csc(NC(=O)c2c(-c3c(F)cccc3Cl)noc2C)n1
 : 2%	2%	-4%[38.3 µM]	1%	2%	-31%	-23%
CCn1c(SCC(=O)N2CCN(C(=O)c3ccco3)CC2)nnc1C(C)C
 : 1%	6%	1%	/	22%[46 µM]	11%[10 µM]	-13%[9.22 µM]
COc1ccc(CC(=O)NC(C)c2nnc(SCc3nc4ccccc4c(=O)[nH]3)n2C)cc1 (centres undefined)
 : 1%	7%	-2%[38.3 µM]	-3%	-3%	-3%	9%
COc1ccc(-n2cc(CNCc3cccnc3)c(-c3cccc(F)c3)n2)cc1
 : 1%	-5%	2%	/	-3%[46 µM]	-1%[10 µM]	-2%[9.22 µM]
CC(=O)c1cccc(NC(=O)c2cc(C(C)C)on2)c1
 : -6%	-1%	19%[38.3 µM]	?	2%	-6%	10%
CCN(CC)CC(=O)Nc1ccc(C)cc1C(=O)c1ccccc1
 : /	2%	/	/	/	10%[10 µM]	-15%[9.22 µM]
O=C(COC(=O)/C=C/c1ccccc1)NCc1ccc(Cl)cc1
 : -1%	9%	1%	8%	?	7%[10 µM]	-10%
CC(C)(C)C1CCC(=NNC(=O)CN(c2ccccc2)S(=O)(=O)c2ccccc2[N+](=O)[O-])CC1 (centres undefined)
 : 1%	7%	-6%	-14%	-7%	/	-8%
C=CCNc1sc(C(=O)C2CC2)c(N)c1C#N
 : -1%	0%	25%[38.3 µM]	21%	1%	4%	-9%
C=CCOC(=O)CCCCCCCC
 : /	3%[21.7 µM]	15%	-19%	/	0%	/
NC(=O)c1ccccc1Br
 : /	9%&9%	/	/	/	4%[10 µM]	-14%[9.22 µM]
COC(=O)c1ccc(S(=O)(=O)c2ccc(C(=O)OC)s2)s1
 : -4%	-1%	-5%[38.3 µM]	-7%	?	-13%	0%
Cc1ccc(OC(=O)c2ccccc2P(=O)(O)O)cc1
 : 2%	-1%	?	18%	-1%	7%	2%[9.22 µM]
O=C1c2ccccc2C(=O)N1CCSc1nnc(-c2ccco2)n1Cc1ccccc1
 : -1%	-3%	-11%[38.3 µM]	-3%	-2%	1%	19%
COc1cccc(N2C(=O)CC(N3CCC(C(N)=O)(N4CCCCC4)CC3)C2=O)c1 (centres undefined)
 : 7%	2%	-5%	-23%	-6%	-5%[10 µM]	-23%
COc1ccccc1/C=C/CN1CCN(Cc2ccc(C)o2)C(CCO)C1 (centres undefined)
 : /	3%	0%	/	/	12%[10 µM]	3%[9.22 µM]
O=C(NC(=S)NCc1ccccc1)c1ccc2c(c1)OCO2
 : 1%	-4%	6%	21%	-6%	12%[10 µM]	12%
CCCCn1cnc2c1c(=O)n(CC(=O)c1cc(C)n(C)c1C)c(=O)n2CC(C)C
 : -5%	-8%	3%[38.3 µM]	10%	6%	-25%	28%
Cc1ccc(N2CN=C3SCC(=O)N3C2)cc1C
 : 0%	2%	4%	-4%	12%[46 µM]	8%	8%
Cc1cc(C)c(C)c(S(=O)(=O)N2CCN(CC(=O)Nc3ccc([N+](=O)[O-])cc3)CC2)c1C
 : -1%	5%	-1%	-3%	7%	28%[0.074 µM]	14%
CCc1nnc2cccc(Cl)n12
 : 1%	0%	2%	-7%	/	11%	11%[9.22 µM]
CCOC(=O)N1CCC(N2Cc3cccc(C(=O)Nc4ccc(F)cc4)c3C2=O)CC1
 : 0%	-3%	5%[38.3 µM]	-21%	20%[0.0737 µM]	3%	11%
CCCCNC(=S)N(C)/N=C/c1c(C)[nH]c2ccccc12
 : -8%	4%	-1%	10%	?	/	17%
O=C1CC(C(=O)Nc2ccc(C(=O)N3CCOCC3)cc2)C2(CCCCC2)O1 (centres undefined)
 : 2%	6%	45%[activator][38.3 µM]	-1%	-4%	17%[10 µM]	22%
CC1=C(C(=O)N2CCOCC2)C(c2cccc(C)c2)NC(=S)N1 (centres undefined)
 : -1%	4%	-2%	2%	5%	14%[10 µM]	-13%
CC/C(O)=C1\C(=O)CCCC1=NCCc1nc2ccccc2[nH]1
 : 0%	8%	-2%	-23%	-8%[9.22 µM]	-44%[inhibitor]	-5%
C=CCN(CC=C)CCOc1ccccc1
 : -2%	2%	16%	6%	3%	0%[10 µM]	2%
CCc1nc(N)c(C#N)c(-c2ccc(OC)c(OC)c2)c1C
 : 3%	1%	37%[activator][38.3 µM]	27%	-11%	-23%[10 µM]	-4%
CC(C)c1ccccc1NC(=O)c1cccc(NC(=O)c2ccccc2)c1
 : -1%	3%	4%[38.3 µM]	-21%	-4%	-1%	6%
CCCCOc1nc2c(c(=O)n(C)c(=O)n2C)n1C
 : /	3%	/	/	/	2%[10 µM]	-15%[9.22 µM]
Fc1cnc(N2CCOCC2)nc1N1CCc2ccccc21
 : 0%	15%	5%	24%	-17%	3%[0.074 µM]	-16%
Cc1nc2ccccc2n1/N=C/c1cccnc1
 : 17%	3%	-6%[38.3 µM]	-15%	-5%	-28%	-21%
COc1ccc(NS(=O)(=O)c2ccc(I)cc2)cc1N1CCN(C)CC1
 : 5%	19%	12%	/	/	?	/
O=C(Nc1ccc(Cl)cc1)c1cc2nc(C3CC3)cc(C(F)(F)F)n2n1
 : -1%	2%	15%[38.3 µM]	-8%	9%	-19%	-6%
C=CCNC(=S)NNC(=O)c1cccc(Br)c1
 : 3%	-9%	6%	25%	-13%	15%[10 µM]	14%
COc1ccccc1/C=C\C=N\NC(=O)c1ccco1
 : 4%	10%	5%	23%	-2%[46 µM]	-49%[inhibitor]	?
CC(C)(C)n1nnnc1C(c1cc2cc3c(cc2[nH]c1=O)OCO3)N1CCN(c2ccccc2)CC1 (centres undefined)
 : -5%	-4%	4%[38.3 µM]	-20%	10%	-25%[10 µM]	24%
CCc1nc(SCC(=O)Nc2sc(C)c(C)c2C(=O)OC)c2ccccc2n1
 : 9%	-1%	-1%[38.3 µM]	-23%	4%	3%	7%
COc1ccc(C(Cl)=C(c2ccc(OC)cc2)c2ccc(OC)cc2)cc1
 : -5%	?	8%&27%&-6%&16%	-37%[inhibitor]	?	-27%	-1%&1%
COc1cc(C(CCN2CCCC2)c2c(OC)cc(OC)c3c(C)cc(=O)oc23)cc(OC)c1OC (centres undefined)
 : /	-17%&1%	/	/	/	-9%[10 µM]	11%[9.22 µM]
O=C(NCCCn1ccnc1)/C(=C\c1cccnc1)NC(=O)c1cccc(Br)c1
 : 2%	2%	1%	2%	-2%	2%[10 µM]	-11%
C[C@@H]1CCC2[C@](C)(CO)[C@@H](O)CC[C@]2(C)[C@]12CCC(CO)(CCO)O2 (some centres undefined)
 : 0%	0%	15%	14%	/	-15%	/
Cc1noc(C(=O)N2CCN(c3ccc(F)cc3)CC2)c1Cl
 : 2%	1%	0%	7%	-9%	5%[10 µM]	12%
CCOc1ccc(N=C2NC(=O)C(CC(=O)Nc3ccc(OC)cc3)S2)cc1 (centres undefined)
 : -3%	4%	1%	/	/	-5%[10 µM]	2%[9.22 µM]
CCOC(=O)c1cc(-c2cc3ccccc3o2)n[nH]1
 : -1%	-1%	14%[38.3 µM]	18%	1%	-34%	2%
O=C(c1ccc(S(=O)(=O)NCC2CCCO2)cc1)N1CCN(c2ccccc2F)CC1 (centres undefined)
 : 4%	-1%	14%	-21%	/	25%[10 µM]	31%[9.22 µM]
CCc1cccc2c3c([nH]c12)C(CC)(CC(=O)O)OCC3 (centres undefined)
 : 0%&-1%&-1%	3%&-5%&-2%	5%&-8%&22%	-25%&-3%&8%	?	?	-8%
COCCn1c(=O)c(CCc2ccccc2)nc2cnc(Oc3cccc(Cl)c3)nc21
 : -4%	/	9%	-45%[inhibitor]	/	-53%[inhibitor]	/
Cc1cc(OCc2nc(N)nc(N)c2-c2ccc(Cl)c(Cl)c2)ccc1[N+](=O)[O-]
 : -2%[7.66 µM]	/	6%	-40%[inhibitor][9.22 µM]	/	-58%[inhibitor][10 µM]	/

3 compounds from above, arranged by molar mass, low to high:
The line under a structure holds: Luc counter	CBFb RUNX1 block	IMPase Li cell	SMN2 splice enh	LMNA splice mod	HTT ATP protect	HttQ103 aggreg
C=CCNC(=S)NNC(=O)c1cccc(Br)c1
 : 3%	-9%	6%	25%	-13%	15%[10 µM]	14%
Cc1noc(C(=O)N2CCN(c3ccc(F)cc3)CC2)c1Cl
 : 2%	1%	0%	7%	-9%	5%[10 µM]	12%
COc1ccc(C(Cl)=C(c2ccc(OC)cc2)c2ccc(OC)cc2)cc1
 : -5%	?	8%&27%&-6%&16%	-37%[inhibitor]	?	-27%	-1%&1%
